HSP90 refold inh: HSP90 refolding inhibition in rabbit reticulocyte lysate; luciferase refolding luminescence, 3 h; AID 1789; 0.91% of 290,000 active; inhibition, % at 5.6 µM;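 active means inhibition above the screen-wide mean plus 3 SD, computed separately per campaign, cut at about 16% in these data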;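 further: 0% = DMSO wells and 100% = 60 µM geldanamycin wells; inhibitors lower the luminescence because luciferase stays unfolded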
aSyn UTR inh: MLPCN primary screen, SNCA 5' untranslated region; alpha-synuclein 5'UTR reporter, inhibitor activity; inhibition, % (tested at 7.5 µM); 0.82% of 300,000 active; AID 1813; in the data active means inhibition above about 60%;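 further: H4 neuroglioblastoma cells stably carrying SNCA 5'UTR luciferase fusion; 0% = DMSO wells and 100% = positive control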
HIF activator: HIF pathway transcriptional activation. AID 1910. 0.32% of 300,000 active. U2OS HRE-luciferase reporter, luminescence; normalized: DMSO 0%, desferrioxamine 100%. activation, % at 7.5 µM (by protocol);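 active means mean activation of at least 10% of the iron chelator positive control signal, with at least half of replicates also reaching 10%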
IEC-6 cytotox: counter-screen for KLF5 inhibitors: cytotoxicity in IEC-6 cells. IEC-6 cytotoxicity, luminescence viability. inhibition, % at 5 µM. 0.78% of 290,000 active. AID 1825; in the data active means inhibition above about 22%;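 further: 0% = plate median of test compound wells and 100% = cytotoxic reference compound wells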
HSF-1 act: increases HSF-1 driven luciferase reporter signal; NIH3T3-HGL HSF-1 luciferase reporter, MG132, 8 h; 100% = twice DMSO control signal; activation, % at 9 µM; AID 504408; 1.7% of 300,000 active;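 active means mean replicate activation of at least 50% with a set share of replicates each reaching 50%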;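 further: 0% = median of the neutral control wells and 100% = twice that signal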
AI-2 QS mod: modulators of Vibrio harveyi AI-2 quorum sensing system; Vibrio harveyi JMH597 AI-2 luminescence/OD600 ratio, 9 h; stronger effect = lower value; strain lacks LuxN and CqsS sensors; 0 = neutral-control median; activity change, % at 7.5 µM; 0.4% of 300,000 active; AID 2094; in the data active means activity change below about -75%, passing the limit was not always enough;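 further: luminescence divided by OD600 gain over 9 h not by final OD600 alone; inactives centre near 13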
GSK3 alpha inh: blocks human GSK-3 alpha kinase; P49840; ADP-Glo luminescence, 60 min; inhibition, % at 10 µM; 0.1% of 320,000 active;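 in the data active means inhibition above about 50%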;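 further: GST-tagged GSK-3 alpha with peptide substrate and 25 µM ATP; 0% = DMSO neutral wells and 100% = GW8510 positive control wells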
Target sequence (P49840 whole entry, looked up): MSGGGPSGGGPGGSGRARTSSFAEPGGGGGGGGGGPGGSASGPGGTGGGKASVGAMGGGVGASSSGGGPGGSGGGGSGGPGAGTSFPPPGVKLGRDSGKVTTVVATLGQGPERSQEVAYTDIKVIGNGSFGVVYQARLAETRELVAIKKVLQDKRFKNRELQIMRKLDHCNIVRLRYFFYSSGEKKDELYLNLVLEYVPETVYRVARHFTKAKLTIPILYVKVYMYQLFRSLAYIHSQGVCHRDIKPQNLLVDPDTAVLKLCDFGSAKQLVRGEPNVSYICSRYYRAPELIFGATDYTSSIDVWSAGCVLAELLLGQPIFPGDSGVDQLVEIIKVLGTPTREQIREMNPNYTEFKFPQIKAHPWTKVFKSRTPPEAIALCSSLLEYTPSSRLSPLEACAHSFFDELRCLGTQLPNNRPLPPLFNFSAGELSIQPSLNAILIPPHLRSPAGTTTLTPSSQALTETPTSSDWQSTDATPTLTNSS
KLF5 inh: kruppel-like factor 5 inhibition; DLD-1 KLF5 promoter-luciferase reporter, luminescence; AID 1700; inhibition, % at 5 µM; 0.23% of 290,000 active;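 active means inhibition above a per-plate limit of that plate's mean compound inhibition plus 3 SD, cut at about 60% in these data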;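 further: 0% = DMSO wells and 100% = LY294002 at 200 µM; higher means less KLF5 promoter-driven luciferase light; inactives centre near -14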
GSK3beta inhib: inhibitors of human GSK3beta kinase; 0.038% of 300,000 active; AID 2097; GST-GSK3beta kinase, ADP-Glo luminescence, 60 min; stronger effect = lower value; activity score (negative = inhibition), % at 10 µM; P49841;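 active means more than half of replicate wells score below -50%, meaning over 50% inhibition versus plate controls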;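 further: 0% = median DMSO wells and -100% = median GW8510 positive control wells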
Target sequence (P49841 whole entry, looked up): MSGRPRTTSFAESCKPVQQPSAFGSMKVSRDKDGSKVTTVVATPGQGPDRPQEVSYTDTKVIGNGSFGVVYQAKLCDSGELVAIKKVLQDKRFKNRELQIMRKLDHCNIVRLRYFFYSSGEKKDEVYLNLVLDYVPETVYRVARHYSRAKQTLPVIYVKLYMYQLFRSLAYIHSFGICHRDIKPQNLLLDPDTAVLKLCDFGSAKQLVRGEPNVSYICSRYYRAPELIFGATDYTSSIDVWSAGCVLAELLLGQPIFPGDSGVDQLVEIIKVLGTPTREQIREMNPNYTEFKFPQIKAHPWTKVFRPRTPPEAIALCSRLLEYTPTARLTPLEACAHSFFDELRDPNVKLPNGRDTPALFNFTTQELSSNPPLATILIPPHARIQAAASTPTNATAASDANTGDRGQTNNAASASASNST
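Test system: GST-fused GSK3beta enzyme, cell-free | Quantity: 1.6 ng GST-GSK3beta enzyme per well | Reagent: 25 µM ATP with peptide substrate | Schedule: 60 min enzyme reaction, room temperature | Signal: Luminescent ADP-Glo measurement of ADP formed | Read-out basis: Score relative to plate controls | Control set: DMSO and 20 µM GW8510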
HSF1 inhib: HSF1 inhibition; NIH3T3-HGL HSE-luciferase, MG132-induced, luminescence 8 h; stronger effect = lower value; activity change, negative = inhibition, % at 7.5 µM (by protocol); AID 2098; 0.77% of 300,000 active;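 active means more than half of replicate wells show activity change below -50%, luminescence cut by over half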;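 further: luciferase reports HSF-1 transcriptional activity via heat shock element; 0% = median of DMSO wells and -100% = zero luminescence signal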
An asterisk follows results filed as active; nt = no result given. Rows are unselected (roughly 4.7% active in at least one column).

SMILES	HSP90 refold inh	aSyn UTR inh	HIF activator	IEC-6 cytotox	HSF-1 act	AI-2 QS mod	GSK3 alpha inh	KLF5 inh	GSK3beta inhib	HSF1 inhib
O=C(CSCC(=O)NC1CC1)Nc1ccc2ccccc2c1	2	2	0.3	0	1	45	nt	-11	0	2
Cc1cccc(OCC(=O)Nc2ccc(NC(=O)c3ccccc3)cc2)c1	-1	35	-0.2	-3	-8	13	0	-67	1	-1
CCc1ccc(OCC(=O)NC(NC(=S)Nc2ccccc2)C(Cl)(Cl)Cl)cc1 (stereo unspecified)	-1	20	-0.7	4	8	47	0	-10	2	5
COc1cccc(C(=O)NN2C(=S)N(c3ccccc3)C(=O)C2CC(N)=O)c1 (stereo unspecified)	-6	-32	2.3	0	26	7	-1	-38	-1	6
CCCCn1nc(NC(=O)c2cccs2)c2cc3ccccc3nc21	-4	-26	0.2	2	-3	9	-1	-44	0	-2
CCN(CC)c1ccc(/C=C2/C(=O)c3ccc(C(=O)O)cc3C2=O)cc1	4	nt	nt	-20	nt	nt	23	-51	nt	nt
O=C(Nc1ccccc1)C1=C[C@H](c2csc3ccccc23)C[C@H](OCc2ccc(CO)cc2)O1	13	-5	0.5	0	-6	7	1	1	1	0
O=C(Nc1ccccc1)C1=C[C@@H](c2ccc(C(F)(F)F)cc2)C[C@@H](OCc2ccc(CO)cc2)O1	5	-29	-6.4	2	2	7	-4	1	-1	7
COc1ccc(C(=O)Nc2ccc(S(=O)(=O)NC(C)(C)C)cc2)cc1[N+](=O)[O-]	3	17	-0.1	6	9	20	0	-30	-19	0
Cn1c(=O)[nH]c(=O)c2c1nc(N1CCCCC1)n2CC(O)COc1ccccc1 (stereo unspecified)	4	-3	0.1	0	4	4	0	-35	0	-6
CC12CCC(C(=O)NNc3ccc([N+](=O)[O-])cc3)(OC1=O)C2(C)C (stereo unspecified)	-1	-9	-0.7	-4	3	24	1	0	2	1
O=C(NCCc1ccccc1)C(=O)NCC1OCCCN1S(=O)(=O)c1cc(F)ccc1F (stereo unspecified)	16*	2	-0.4	-1	-2	8	-2	-1	-3	-2
CCCCn1c(=NC(=O)c2cccnc2)c(C#N)cc2c(=O)n3cccc(C)c3nc21	8	14	-0.4	-2	-9	5	4	12	0	-1
COc1cc2c(cc1OC)CN(C(=O)c1ccc(S(=O)(=O)N(C)c3ccccc3)cc1)CC2	4	19	0.0	-2	-14	16	-1	-21	-3	-3
COc1ccccc1CN=C1NC(=O)C(CC(=O)Nc2ccc(OC)c(OC)c2)S1 (stereo unspecified)	1	34	-0.2	-4	-6	-9	2	-17	2	-3
Cn1cnc(S(=O)(=O)Nc2ccc3c(c2)OCCO3)c1	-3	2	-0.3	-8	-6	25	-2	-18	0	3
Cn1ccnc1C(O)(c1ccccc1)c1nccn1C	2	14	-0.1	1	2	23	-4	-16	3	-1
O=C(Nc1ccccc1)c1ccc(Cn2cc(C(F)(F)F)ccc2=O)cc1	0	14	-0.6	3	-3	6	-1	-1	-3	0
COc1cccc(NC(=S)N2CCC(Cc3ccccc3)CC2)c1	3	nt	nt	8	nt	32	nt	-6	1	nt
O=C(NCCN1CCC(Cc2ccccc2)CC1)C1CCCN(S(=O)(=O)c2cnc[nH]2)C1 (stereo unspecified)	2	-12	nt	1	-4	13	1	-21	-1	-2

3 consecutive records out of the list so far:
SMILES	HSP90 refold inh	aSyn UTR inh	HIF activator	IEC-6 cytotox	HSF-1 act	AI-2 QS mod	GSK3 alpha inh	KLF5 inh	GSK3beta inhib	HSF1 inhib
O=C(Nc1ccccc1)c1ccc(Cn2cc(C(F)(F)F)ccc2=O)cc1	0	14	-0.6	3	-3	6	-1	-1	-3	0
COc1cccc(NC(=S)N2CCC(Cc3ccccc3)CC2)c1	3	nt	nt	8	nt	32	nt	-6	1	nt
O=C(NCCN1CCC(Cc2ccccc2)CC1)C1CCCN(S(=O)(=O)c2cnc[nH]2)C1 (stereo unspecified)	2	-12	nt	1	-4	13	1	-21	-1	-2

Further compounds:
SMILES	HSP90 refold inh	aSyn UTR inh	HIF activator	IEC-6 cytotox	HSF-1 act	AI-2 QS mod	GSK3 alpha inh	KLF5 inh	GSK3beta inhib	HSF1 inhib
COc1ccc(C2/C(=C(/O)c3ccc(C)cc3)C(=O)C(=O)N2c2ccccn2)cc1OC (stereo unspecified)	4	-3	-0.2	-4	11	1	0	-9	3	7
O=C(Nc1ccc(C(=O)N2CCOCC2)cc1)c1ccccc1[N+](=O)[O-]	6	-5	0.1	-2	-2	21	2	-3	-6	-10
Cc1cc(NC(=O)c2ccc(Br)cc2)nc(C)n1	0	-14	0.4	4	-13	22	-1	-29	2	2
COc1cccc(OC)c1C(=O)Nc1cc(Cl)ccc1N1CCOCC1	0	5	-0.4	-2	21	12	nt	-28	0	1
CC1=C(C(=O)OCc2ccccc2)C(c2ccc(C(F)(F)F)cc2)NC(=O)N1CCCCCC(=O)O (stereo unspecified)	-1	19	-0.3	4	-5	23	-4	0	0	8
CCOc1ccc(NC(=O)CSC2=NN3CCCC(=O)N=C3S2)cc1	-1	-6	-0.3	-2	0	3	1	-9	-2	-3
COc1ccc(C(=O)c2cc3cccc(OC)c3o2)cc1	-6	-161	3.6	0	40	27	-1	-81	-3	16
CCOC(=O)NC(=O)COC(=O)Cc1cc(OC)c(OC)c(OC)c1	-3	14	-0.5	5	-33	nt	1	-21	nt	-12
O=C(Nn1cnnc1)C1CCCN1S(=O)(=O)c1ccc(F)cc1 (stereo unspecified)	-1	13	-0.1	-7	3	22	-2	-3	-2	3
Cc1ccccc1Cc1c(C)nc2c(C(=O)NCc3ccc4c(c3)OCO4)cnn2c1C	-1	17	-0.1	0	1	10	1	-15	2	-3

A different layout for seven compounds above:
SMILES | HSP90 refold inh | aSyn UTR inh | HIF activator | IEC-6 cytotox | HSF-1 act | AI-2 QS mod | GSK3 alpha inh | KLF5 inh | GSK3beta inhib | HSF1 inhib
Cc1cc(NC(=O)c2ccc(Br)cc2)nc(C)n1 | 0 | -14 | 0.4 | 4 | -13 | 22 | -1 | -29 | 2 | 2
O=C(Nc1ccc(C(=O)N2CCOCC2)cc1)c1ccccc1[N+](=O)[O-] | 6 | -5 | 0.1 | -2 | -2 | 21 | 2 | -3 | -6 | -10
Cc1ccccc1Cc1c(C)nc2c(C(=O)NCc3ccc4c(c3)OCO4)cnn2c1C | -1 | 17 | -0.1 | 0 | 1 | 10 | 1 | -15 | 2 | -3
CC1=C(C(=O)OCc2ccccc2)C(c2ccc(C(F)(F)F)cc2)NC(=O)N1CCCCCC(=O)O (stereo unspecified) | -1 | 19 | -0.3 | 4 | -5 | 23 | -4 | 0 | 0 | 8
COc1ccc(C(=O)c2cc3cccc(OC)c3o2)cc1 | -6 | -161 | 3.6 | 0 | 40 | 27 | -1 | -81 | -3 | 16
CCOC(=O)NC(=O)COC(=O)Cc1cc(OC)c(OC)c(OC)c1 | -3 | 14 | -0.5 | 5 | -33 | nt | 1 | -21 | nt | -12
COc1ccc(C2/C(=C(/O)c3ccc(C)cc3)C(=O)C(=O)N2c2ccccn2)cc1OC (stereo unspecified) | 4 | -3 | -0.2 | -4 | 11 | 1 | 0 | -9 | 3 | 7

Some values from the entries so far.
Reading of `Cn1c(=O)[nH]c(=O)c2c1nc(N1CCCCC1)n2CC(O)COc1ccccc1` (stereo unspecified) in aSyn UTR inh: -3
Reading of `O=C(NCCN1CCC(Cc2ccccc2)CC1)C1CCCN(S(=O)(=O)c2cnc[nH]2)C1` (stereo unspecified) in HSP90 refold inh: 2

(cont.)
SMILES	HSP90 refold inh	aSyn UTR inh	HIF activator	IEC-6 cytotox	HSF-1 act	AI-2 QS mod	GSK3 alpha inh	KLF5 inh	GSK3beta inhib	HSF1 inhib
CCOC(=O)n1c(=O)n(Cc2ccccc2)c2ccccc21	-1	-20	0.1	-3	-10	3	-4	-11	0	-5
N#Cc1c(NC(=O)COC(=O)c2ccc(S(=O)(=O)N3CCCC3)cc2)sc2c1CCCCC2	3	-32	-0.1	-4	12	-2	-13	-19	2	-4
Cc1ccc(C(=O)N/C(=C\c2ccc(-c3ccc(Br)cc3)o2)C(=O)NC2CCS(=O)(=O)C2)cc1 (stereo unspecified)	1	2	-0.3	-3	29	19	-3	-23	2	3
O=C(NC1CCCCC1)C(c1cccs1)N(C(=O)c1ccco1)c1ccc2c(c1)OCCO2 (stereo unspecified)	0	-57	1.1	-10	-9	18	-2	-13	-3	-9
CC(=O)Nc1ccc(N2C(C(C)=O)=NN(c3ccc(Cl)cc3)C2c2sccc2C)cc1 (stereo unspecified)	-2	-5	0.3	5	38	44	-1	-48	-3	9
Cc1cc(C)c(C#N)c(N2CCN(Cc3ccccc3)CC2)n1	2	27	-0.7	-3	2	12	nt	-13	-3	-4
CCn1cc(Br)c(C(=O)NC(C)c2ccccc2)n1 (stereo unspecified)	-3	15	0.1	-3	5	32	-2	-40	-1	5
CC(C)c1ccc(S(=O)(=O)N2CCN(C(=O)c3ccco3)CC2)cc1	6	-28	-0.5	2	2	19	1	-13	3	-7
O=C(Cn1ccccc1=S)c1ccc(Cl)c(Cl)c1	nt	19	-0.2	nt	11	30	1	nt	7	1
CC(C)(C)OC(=O)CNC(=O)c1[nH]cnc1C(=O)NCCCCCNC(=O)OC(C)(C)C	-1	15	1.8	-3	-3	2	-1	-29	4	2
CSc1ccccc1-c1nnc(NC(=O)Cc2ccccc2)o1	-4	0	-0.3	-10	9	13	-1	-28	3	0
CCCn1c(SCC(=O)c2ccc3c(c2)OCCO3)n[nH]c1=O	-3	-34	1.6	-3	26	7	1	-26	0	17
Cc1[nH]c(C)c2c(=O)[nH]ncc12	-1	-2	-0.2	-9	13	10	8	0	-7	-2
Cc1ccc(/C=C2/NC(=O)N(c3ccccc3)C2=O)o1	-3	-105	1.0	-7	28	11	-4	-31	-4	14
O=C(NCCc1nnc2ccc(SCC(=O)N3CCCC3)nn12)c1ccc(F)cc1	-1	-40	-0.5	7	-7	0	-2	-28	4	-2
COc1ccc(Nc2nc(-c3ccc4c(c3)NC(=O)CO4)cs2)cc1	14	-110	0.1	-7	0	-30	0	-73	4	3
O=c1ccc2cc3ccoc3cc2o1	-4	21	0.0	-2	-5	24	-1	-7	0	2
CC(=O)c1ccc(NC(=S)Nc2ccc3[nH]c(=O)[nH]c3c2)cc1	-3	23	0.4	1	7	17	-2	-18	1	12
N=C1C(c2ccccc2)=C(O)CN1c1ccccc1	12	4	0.1	-5	8	1	nt	-25	2	3
O=[N+]([O-])c1cccc(NC(=S)Nc2nc(-c3ccccc3Cl)cs2)c1	5	14	0.5	7	-12	-6	0	-70	1	-3
CC(C)NCc1cccc([N+](=O)[O-])c1	-1	4	-0.1	8	2	37	0	-18	1	-11
Cc1oc(-c2ccccc2)nc1CSc1nc2c(c(=O)[nH]1)CCC2	-1	19	-0.2	1	0	22	-2	12	2	-1
O=C(CN1CCN(Cc2ccccc2F)C1=O)NCCN1CCOCC1	nt	-3	-0.2	nt	9	15	-1	nt	4	-2
COc1ccc(C2C3=C(CC(C)(C)CC3=O)N(C)C3=C2C(=O)CC(C)(C)C3)cc1OC	-2	2	1.2	2	-1	21	1	-9	4	1

High-throughput results deposited in PubChem BioAssay by several laboratories.
